DRD3 antagonist = qHTS of D3 Dopamine Receptor Antagonist: qHTS; D3R cells, DiscoveRx beta-arrestin luminescence, antagonist mode; hits give low values; max response, negative = inhibition, %; 360,000 compounds, 2.5% hits; AID 652054, 2013; in the data active = max response below about -50%; inconclusive = no clear call, values can overlap the other calls; note: % is set by controls: 0 for no effect and ±100 for the full control effect; mostly tested at two doses, the higher about 12 µM
Target sequence (P35462 whole entry, looked up): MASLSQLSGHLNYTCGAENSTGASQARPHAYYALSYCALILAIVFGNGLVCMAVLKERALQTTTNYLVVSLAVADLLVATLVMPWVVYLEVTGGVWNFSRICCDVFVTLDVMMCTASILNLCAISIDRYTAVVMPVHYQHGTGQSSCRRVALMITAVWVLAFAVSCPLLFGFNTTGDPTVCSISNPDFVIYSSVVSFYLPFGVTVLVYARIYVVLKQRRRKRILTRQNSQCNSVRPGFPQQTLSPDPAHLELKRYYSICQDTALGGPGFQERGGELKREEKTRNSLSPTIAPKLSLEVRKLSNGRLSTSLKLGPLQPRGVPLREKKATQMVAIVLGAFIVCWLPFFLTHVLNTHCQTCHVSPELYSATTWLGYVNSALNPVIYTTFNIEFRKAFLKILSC
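Cells plated overnight at 1500 cells/well, then exposed to library compounds with dopamine controls for 90 minutes at 37 degrees C. DiscoveRx reagent added for 30–60 minutes at room temperature; luminescence read, quantitative HTS format.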
HEK293 tox = qHTS of GLP-1 Receptor Inverse Agonists: Cytotox Screen; Potency, µM (highest dose often 38.3 µM), inactives show at the highest dose activity change, negative = inhibition, actives largely listed as inhibitors; AID 624418, 2012; HEK293 cAMP-luciferase reporter cells, luminescence, 24 h; 410,000 compounds, 0.13% hits;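 note: loss of luciferase light is scored as toxicity; potency is the fitted concentration of half-maximal effect; % is set by controls: 0 for no effect and ±100 for the full control effect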
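Here, cytotoxicity is scored as loss of luminescence. The MLSMR collection was tested on cells seeded in medium containing 10% Nu serum, with a 24 hr compound exposure preceded by 12 hours of culture.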
TDP-43 yeast inh = qHTS of TDP-43 Inhibitors; TDP-43 expressing yeast growth rescue, BacTiter-Glo, 24 h; Potency, µM (doses to about 46.1 µM), for the others: at the top dose growth rescue (activation), most hits filed as activators; 410,000 compounds, 1.8% hits; AID 652104, 2013; note: potency is the fitted concentration of half-maximal effect; % of control where 0% means no effect; nearly all actives have a fitted effect of over 50% in size
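Cell-based yeast growth screen: TDP-43 expression induced in galactose, inoculum OD600=0.02 after raffinose pregrowth to mid-log. Read-out BacTiter-Glo luminescence at 24 hr, 30 deg C; inhibition of toxicity seen as signal increase.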
KB-V1 cytotox = qHTS assay for MDR1-selective chemotherapeutics: Primary screen using the drug-selected MDR subline cells KB-V1. Potency, µM (highest dose often 46.1 µM), without a hit: top-dose activity change, negative = cytotoxicity, most hits filed as cytotoxic. 400,000 compounds, 3.4% hits. KB-V1 MDR cells viability, CellTiter-Glo, 72 h; note: potency is the fitted concentration of half-maximal effect; % is set by controls: 0 for no effect and ±100 for the full control effect; nearly all actives have a fitted effect of over 60% in size
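KB-V1 cells (P-gp-expressing MDR subline of KB-3-1) in phenol-red-free DMEM with 10% FBS were exposed to library compounds over a concentration series for 72 h at 37 degrees C. Viability read by CellTiter-Glo luminescence; concentration-effect curves fitted after normalization.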
PTHR1 ag = qHTS for PTHR1 Agonists: Primary Screen | Parathyroid hormone/parathyroid hormone-related peptide receptor (Homo sapiens), Q03431 | AID 743266, 2014 | HEK293 GP2 PTHR1 cells, GloSensor cAMP luminescence, 1 h | Potency, µM (top dose mostly 115 µM), for inactives: at the highest dose activation, hits mostly activators | 410,000 compounds, 0.075% hits; note: potency is the fitted concentration of half-maximal effect; nearly all actives have a fitted effect of over 55% in size; some results filed as inactive show a strong effect at the top dose; inactives centre near -15; many of its hits are not listed in these tables
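HEK-293-derived GP2 cells expressing PTHR1 and a GloSensor cAMP reporter, 3,000/well, plated overnight, given luciferin plus IBMX (each 0.5 mM as added) for 1 h at 37 °C, then compound for 1 h at 37 °C. Luminescence was read after 15 min at room temperature.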
GLP1R inv ag = qHTS of GLP-1 Receptor Inverse Agonists (Inhibition Mode) | 410,000 compounds, 1.6% hits | HEK293 GLP-1R CRE-luciferase, luminescence, 24 h; GLP-1R form is constitutively active | Potency, µM (top dose mostly 38.3 µM), without a hit: at the top dose activity change, negative = inhibition, actives largely listed as inhibitors; note: potency is the fitted concentration of half-maximal effect; % is set by controls: 0 for no effect and ±100 for the full control effect; nearly all actives have a fitted effect of over 55% in size
Target sequence (P43220 whole entry, looked up): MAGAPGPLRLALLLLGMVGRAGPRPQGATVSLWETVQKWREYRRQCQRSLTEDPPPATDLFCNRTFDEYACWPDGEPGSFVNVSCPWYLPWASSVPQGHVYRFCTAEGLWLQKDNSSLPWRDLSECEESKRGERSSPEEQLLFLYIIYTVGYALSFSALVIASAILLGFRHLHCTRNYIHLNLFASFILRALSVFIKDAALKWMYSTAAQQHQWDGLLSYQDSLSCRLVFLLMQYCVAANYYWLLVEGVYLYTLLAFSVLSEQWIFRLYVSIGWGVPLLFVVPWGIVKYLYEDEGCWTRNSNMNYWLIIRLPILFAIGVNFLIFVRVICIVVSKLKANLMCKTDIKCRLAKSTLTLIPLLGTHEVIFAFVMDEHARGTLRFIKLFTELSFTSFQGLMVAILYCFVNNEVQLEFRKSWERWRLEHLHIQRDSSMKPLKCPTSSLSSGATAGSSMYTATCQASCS
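GLP-1R inverse agonism mode: basal reporter luminescence in engineered HEK293 cells measured after one day of compound exposure at 37 deg C, with a 12 min room-temperature detection step.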
DRD3 agonist = qHTS of D3 Dopamine Receptor Agonist: qHTS. D(3) dopamine receptor (Homo sapiens), P35462. D3R DiscoveRx beta-arrestin cells, luminescence, 90 min. max activation, %. 410,000 compounds, 0.58% hits. AID 652048, 2013; in the data active = max activation above about 30%; note: 0% is about no effect; mostly tested at two doses, the higher about 12 µM
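Agonist mode: compounds and dopamine controls were applied to plated cells for 90 min at 37 degrees C after an overnight attachment at 1500 cells/well. Luminescent read-out followed 30 - 60 minutes at room temperature with DiscoveRx detection reagent.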
GLP1R ag = qHTS of GLP-1 Receptor Agonists; HEK293 GLP-1R CRE-luciferase, luminescence, 4-6 h; cells express a hypersensitive GLP-1R form; Potency, µM (doses to about 45.6 µM), without a hit: at the top dose activation, usual class: activators; 380,000 compounds, 0.007% hits; note: potency is the fitted concentration of half-maximal effect; % of control where 0% means no effect
aSyn yeast inh = qHTS of alpha-syn Inhibitors. Yeast expressing alpha-synuclein, growth rescue, BacTiter-Glo, 24 h. Potency, µM (doses to about 46.1 µM), for the others: at the highest dose growth rescue (activation), actives largely listed as activators. 370,000 compounds, 0.14% hits. AID 652106, 2013; note: potency is the fitted concentration of half-maximal effect; % of control where 0% means no effect; nearly all actives have a fitted effect of over 65% in size
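Readout is rescue of growth in alpha-synuclein-expressing yeast, so inhibitors of toxicity appear as activators. Growth after 24 hr at 30 deg C in galactose medium is quantified by luminescence.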
Starred values were filed as active, the others as inactive; i = inactive; ? = inconclusive; . = not tested or not shown; & = joins results of further samples; [ ] = remark or other dose. Unless noted, calls come from the whole dose curve; as a rule, active = well fitted curve in the direction sought with a large enough effect; inconclusive = small, poorly fitted or top-dose-only effect, or another doubt; inactive = no such curve, though single readings can be large; an effect the other way counts as inactive or inconclusive. These rows are one share of the data; rates above refer to the full screens.

SMILES	DRD3 antagonist	HEK293 tox	TDP-43 yeast inh	KB-V1 cytotox	PTHR1 ag	GLP1R inv ag	DRD3 agonist	GLP1R ag	aSyn yeast inh
CCN(CC)CCN(Cc1cc2cc(C)ccc2[nH]c1=O)C(=S)NCc1ccco1	-26	?	17%	14%	i	?	-12	9%	5%
O=C(NN=Cc1ccc2c(c1)CCN2)c1cccs1	10	-10%	0%	-10%	-39%[inhibitor]	-26%	6	8%	-4%
COc1ccc(OC)c(S(=O)(=O)N2CCN(c3ccccc3OC)CC2)c1	21	2%	4%	-1%	i	-10%	-2	15%	8%
COc1cccc(NC(=O)c2c([N+](=O)[O-])cnn2C)c1	13	-6%	10%	-3%	i	5%	9	6%	1%
CCOC(=O)c1cc2c(=O)n3ccccc3nc2n(CC(C)C)c1=NC(=O)c1cc2ccccc2o1	.	-12%	?	7%	-33%[inhibitor]	8%	5	.	.
O=C(Nc1cccnc1)C1CC(c2ccccc2O)=NO1 (stereo not drawn)	7	11%	1%	7%	i	0%	7	5%	-3%
CCCCN1C(=O)C(CC(=O)NCCN2CCOCC2)CC(C(=O)N2CCOCC2)=C1C (stereo not drawn)	0	-9%	0%	29%	-12%	8%	-9	-5%	-6%
CC(=O)c1c(C)[nH]c(C(=O)OCC(=O)C(C)(C)C)c1C	3	8%	-11%	-6%	i	3%	1	-4%	0%
CC(=O)CSc1ncnc2c1oc1ccccc12	20	18%	-1%	1%	-6%[57.5 µM]	54%[activator]	-4	17%	9%
CC1(Cc2ccc(F)c(Cl)c2)C(=O)Nc2c(Cl)cccc21 (stereo not drawn)	?	-4%	22µM*	?	-27%	?	-5	11%	3.5µM*
Cc1ccsc1C(=O)N1CCC1(C)C(=O)NCCC#N (stereo not drawn)	16	3%	0%	3%	i	29%	1	-6%	-4%
CC(=O)NNS(=O)(=O)c1ccc(-c2cc(C(F)(F)F)n(C)n2)s1	-3	2%	-4%	30%	i	22%	16	2%	0%
COc1ccc(NC(=O)NCCCN2CCc3ccccc3C2)cc1	-108*	-14%	2%	1%	-19%	18%	-12	3%	0%
CCOc1ccc(-c2nnc(-c3snc(-c4ccc(F)cc4)c3N=CN(C)C)o2)cc1	-6	33%[activator]	-9%	-2%	-14%	-3%	-3	-6%	-7%
CCCn1nc(Oc2nc(SC)nc(N(C)C)n2)ccc1=O	26	0%	-8%	?	i	6%	2	-1%	-7%
O=C(OCc1cn(-c2ccc(Cl)c(Cl)c2)nn1)c1ccccc1Cl	22	11%	23%	-23%	i	4%	-19	-13%	4%
COC(=O)CSC(C)C(=O)Nc1nnc(C(C)C)s1 (stereo not drawn)	11	3%	-8%	0%	i	1%	0	-2%	-3%
CCCNC(=S)N1CCC(n2cnc3ccccc32)CC1	-2	1%	21%	-9%	-55%[inhibitor]	18%	-1	-2%	1%
CCc1cccc(CC)c1NC(=O)c1cccc(N)c1	-7	0%	28%	15%	i	4%	-1	-7%	-11%
O=C(Nc1nc(-c2ccc3c(c2)OCCO3)cs1)C1CCCC1	-5	-2%	11µM*	7%	-30%[inhibitor]	?	9	5%	-20%
Cc1cc(C)nc(/N=C(\N)Nc2ccc(SC(F)F)cc2)n1	13	-9%	13%	-25%	-77%[inhibitor]	?	9	-1%	7%
Cc1ccc(S(=O)(=O)N2CCCCC2)cc1C(=O)N(C)CC(=O)Nc1cccc(F)c1	1	-1%	17%	10%	-12%	-8%	-3	-9%	3%
CCOC(=O)c1ccc(NC(=O)c2cc3c(s2)CCC3)cc1	13	2%	5%	1%	-28%	0%	3	2%	-1%
CCN(c1ccccc1)S(=O)(=O)c1nnc(NC(=O)c2ccccc2)s1	.	-2%	5%	.	-9%	-17%	-28	.	.
COc1ccc(CNCCSc2nnnn2-c2ccccc2)cc1	.	0%	1%[9.22 µM]	3%	-10%	13%	-22	.	.
OC[C@H]1O[C@H](c2nc(-c3nc(-c4cccc(-n5cccc5)c4)no3)cs2)C[C@@H]1O	19	-8%	21%	-11%	-55%[inhibitor]	?	-1	1%	4%
CCOc1ccc(N(CC)C(=O)c2cc3c(s2)-c2ccccc2OC3)cc1	.	2%	-7%	-8%	-17%	?	1	.	.
O=C(NC1CC1)c1ccc(CN(c2ccccc2)S(=O)(=O)c2ccccc2)cc1	-21	1%	-24%	?	15%	?	4	7%	11%
CCOC(=O)C1=C(C)NC(=O)CC1c1cc(OC)c(OC)cc1Br (stereo not drawn)	17	-4%	-2%	-28%	i	2%	4	1%	-3%
CCC(=O)OCC(=O)Nc1ccc2c(c1)OCO2	12	0%	16%	1%	-16%	11%	2	6%	-6%

Next section; it opens with the 5 that closed the last part.
SMILES	DRD3 antagonist	HEK293 tox	TDP-43 yeast inh	KB-V1 cytotox	PTHR1 ag	GLP1R inv ag	DRD3 agonist	GLP1R ag	aSyn yeast inh
OC[C@H]1O[C@H](c2nc(-c3nc(-c4cccc(-n5cccc5)c4)no3)cs2)C[C@@H]1O	19	-8%	21%	-11%	-55%[inhibitor]	?	-1	1%	4%
CCOc1ccc(N(CC)C(=O)c2cc3c(s2)-c2ccccc2OC3)cc1	.	2%	-7%	-8%	-17%	?	1	.	.
O=C(NC1CC1)c1ccc(CN(c2ccccc2)S(=O)(=O)c2ccccc2)cc1	-21	1%	-24%	?	15%	?	4	7%	11%
CCOC(=O)C1=C(C)NC(=O)CC1c1cc(OC)c(OC)cc1Br (stereo not drawn)	17	-4%	-2%	-28%	i	2%	4	1%	-3%
CCC(=O)OCC(=O)Nc1ccc2c(c1)OCO2	12	0%	16%	1%	-16%	11%	2	6%	-6%
Cc1ccc(NC(=O)CN(Cc2ccccc2)S(C)(=O)=O)cc1C	-14	-8%	-20%	-18%	-2%[57.5 µM]	0%	6	10%	1%
C/C(Cn1nnc([N+](=O)[O-])n1)=N\NC(=O)c1ccc(Cl)c(Cl)c1	-16	-14%	7%	-20%	i	-17%	-2	-5%	4%
COc1ccccc1NC(=O)Nc1nc(C(N)CCc2ccccc2)cs1 (stereo not drawn)	-96*	-16%	0%	3%	i	?	-17	3%	-9%
CC1CCCCC1NC(=O)CSc1nnc(CN2CCOCC2)n1C (stereo not drawn)	-4	10%	-24%	22%	-27%[57.5 µM]	36%	-11	-7%	-6%
Cc1ccnc(NC(=O)c2cccc([N+](=O)[O-])c2C)c1	13	-6%	-5%[9.22 µM]	3%	i	6%	0	4%	-24%
Cc1ccc(C(=O)N2CCc3cc(CNC(=O)CCc4ccccc4)ccc32)cc1	.	?	-17%	.	i	?	2	.	.
Cc1ccc(S(=O)(=O)CC(=O)NC(C)(C)C)cc1	-8	-10%	17%	-13%	-48%[inhibitor][57.5 µM]	2%	9	-15%	3%
Cc1c(NC(=O)c2cc(-c3ccccc3O)on2)c(=O)n(-c2ccccc2)n1C	2	1%&4%	?	2%&25%	i	13%&4%	3&0	2%	-9%
CCCc1nnc(SCC(=O)NC2CCCCC2)n1CCOC	3	7%	-14%	2%	18%	6%	-15	4%	0%
CC(=O)c1c(C)nc(-c2ccc(Cl)cc2Cl)n1O	2	0%	-22%	-16%	i	-1%	-5	-3%	-3%
CC1CC(C)(C)NC(=S)N1CC(=O)N(C)Cc1ccccc1 (stereo not drawn)	-6	14%	-11%	-15%	-22%	3%	-15	3%	-6%
COC(=O)c1sc(NC(=O)CC(C)C)c(C(=O)OC)c1C	0	-7%	-8%	-28%	i	11%	10	2%	2%
COC(=O)c1ccccc1NC(=O)c1ccc(COc2ccc3c(c2)CCC3)cc1	17	2%	-3%	9%	i	61%[activator]	5	-6%	7%
Cc1nnsc1C(=O)Nc1ccc(Cl)cc1	-22	4%	-4%	?	i	-3%	-2	-7%	-1%
CCOc1ccc(N(CC(=O)Nc2cccc(C)c2)S(C)(=O)=O)cc1	0	-3%	-1%	0%	i	-21%	4	9%	-3%
C#Cc1ccc([C@H]2C=C(C(=O)O)O[C@@H](OCCCCO)C2)cc1	-12	3%	-11%	-3%	?	7%	-8	0%	12%
COc1ccc(C(=O)/C=C2/c3ccccc3CC(C)(C)N2C)cc1OC	-13	-27%	0%	?	i	3%	-3	-11%	6%
O=C(NCc1ccccc1)c1cc(-n2cnnc2)ccc1Cl	?	-4%	6%	0%	i	18%	-7	-16%	2%
COc1ccc(OCC(=O)Nc2ccc3c(c2)C(=O)NC3=O)cc1	0	3%	15%	0%	-22%	5%	-1	-3%	-1%
Cc1ccc(CNC(=O)C2(C(F)(F)F)C/C(=C\Cc3ccccc3)CCCO2)o1 (stereo not drawn)	1	-3%	-6%	-6%	-18%	?	-4	2%	-1%
Cc1nnc(C)n1/N=C/c1cc(Br)cc(Br)c1O	0	70%[activator]	-33%[inhibitor]	0%	-39%[inhibitor]	?	-7	3%	-4%
Cc1cc(C(=O)NC2CCCc3c2cnn3-c2cc(F)cc(F)c2)nn1C (stereo not drawn)	12	2%	27%	?	i	18%	0	9%	12%
CNC(=S)NNC(=O)c1sc(-c2cc(C)on2)nc1C	-22	4%	15%	28%	i	-6%	3	0%	-9%
CC(C)C(NC(=O)c1c(F)cccc1F)C(=O)N1CCN(S(=O)(=O)c2ccc(F)cc2)CC1 (stereo not drawn)	0	-3%	1%	11%	-17%	-2%	-11	-4%	-2%
COc1cc2c(cc1OC)C(COc1ccc3c(C)cc(=O)oc3c1)N(C(=O)c1ccc(C)cc1)CC2 (stereo not drawn)	.	-3%	14%	0%	i	37%[activator]	-10	.	.

Screening results: PubChem, National Center for Advancing Translational Sciences (NCATS)
